S-ASM inh = Inhibitors of Secretory Acid Sphingomyelinase (S-ASM): qHTS. Sphingomyelin phosphodiesterase (Homo sapiens), P17405. placental ASM, HMU-PC fluorogenic substrate, 60 min. Potency, µM (top dose mostly 57.5 µM), for inactives: at the top dose activity change, negative = inhibition, hits mostly inhibitors. 340,000 compounds, 0.006% hits. AID 504937, 2011; also: potency is read from the fitted curve at half-maximal effect
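Human placenta-derived ASM preincubated with compound 10 min at room temperature, then reacted with 9 uM (final) fluorogenic HMU-PC substrate for 60 min at 37 C. Stop solution raises pH to 10; fluorescence read at Ex 386/Em 447 nm.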
Tb PFK inh = qHTS Assay to Find Inhibitors of T. brucei phosphofructokinase. ATP-dependent 6-phosphofructokinase (Trypanosoma brucei brucei), O15648. T. brucei PFK, ADP-Glo luminescence. Potency, µM (titrated, usually from 57.5 µM), for inactives: at the top dose activity, negative = inhibition, hits mostly inhibitors. 330,000 compounds, 0.17% hits. AID 485367, 2010;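 also: potency is read from the fitted curve at half-maximal effect; 0% = uninhibited 1x PFK enzyme wells and -100% = no-enzyme wells; nearly all actives have a fitted effect of over 60% in size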
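Activity is normalized to no-enzyme wells (full inhibition) and 1.25 nM enzyme wells (no inhibition). Reaction: 0.5 mM F6P, 0.1 mM ATP, 45 min RT, ADP-Glo luminescence; concentration-response curves fitted and classed by quality.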
Mito fusion yeast = qHTS Assay for Small Molecule Inhibitors of Mitochondrial Division or Activators of Mitochondrial Fusion; S. cerevisiae fusion-defective mutant growth rescue, CellTiterGlo 48 h; Potency, µM (highest dose often 46.1 µM), without a hit: at the top dose growth rescue (activation), hits mostly activators; 320,000 compounds, 0.23% hits; AID 485298, 2010;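 also: potency is read from the fitted curve at half-maximal effect; % of control where 0% means no effect; nearly all actives have a fitted effect of over 45% in size; temperature-sensitive fusion mutants such as fzo1-1 at 37 °C on non-fermentable ethanol glycerol medium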
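Temperature-sensitive fusion-defective S. cerevisiae (e.g. fzo1-1, mgm1-5) were grown with compound in YPEG medium (3% ethanol, 3% glycerol) for 48 hours at 37C. Growth rescue was measured as viability by CellTiterGlo luminescence after 10 minutes at ambient.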
Integrin act MD = qHTS for Activators of Integrin-Mediated Alleviation for Muscular Dystrophy; alpha7betagal myoblasts, beta-gal FDG fluorescence, 48 h; Potency, µM (titrated, usually from 38.3 µM), for inactives: at the top dose activation, usual class: activators; 350,000 compounds, 0.064% hits;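 also: potency is read from the fitted curve at half-maximal effect; 100% = response of the positive control SU9516; nearly all actives have a fitted effect of over 60% in size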
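Alpha7betagal+/- myoblasts (passage 13) were plated 16-24 hr, then exposed to compounds (1:260 dilution of DMSO stock) for 48 hours at 37C. After MPER lysis, β-galactosidase reporter activity was read as FDG fluorescence (ex 480/em 540) after 30 minutes.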
TCR activator = Activators of T cell receptors: qHTS campaign. 330,000 tested, under 10 active. Potency, µM (titrated, usually from 9.22 µM), without a hit: at the top dose activation of IL-2 secretion, most hits filed as activators. AID 504894, 2011. primary human leukocytes, anti-CD3, IL-2 HTRF, 48 h; also: % of control where 0% means no effect
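Using a-CD3 beads without co-stimulation, primary human leukocytes were exposed to compounds for 48 hr. An HTRF IL-2 kit measured the cytokine, with europium-to-d2 energy transfer producing emission at 665nm upon 320nm excitation.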
ELG1 DNA repair = qHTS screen for small molecules that inhibit ELG1-dependent DNA repair in human embryonic kidney (HEK293T) cells expressing luciferase-tagged ELG1. HEK293T ELG1-luciferase reporter, luminescence, 16 h; DNA damage induced by 5-fluorouridine. Potency, µM (series often up to 46.1 µM), inactives show at the top dose activity change, negative = inhibition, hits mostly inhibitors. 330,000 compounds, 2.3% hits. AID 504467, 2011; also: potency is read from the fitted curve at half-maximal effect; % is scaled to controls: 0 for no effect and ±100 for the full control effect; nearly all actives have a fitted effect of over 55% in size
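Cells (2,000 per well) received 5-fluorouridine plus test compound or DMSO and were incubated 16 hr at 37 °C, 5% CO2. Luciferase activity was read by luminescence 30 min after ONE-Glo addition; signal suppression marked inhibition of damage-induced ELG1 function.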
TSG101-PTAP inh = qHTS Assay for Iinhibitors of HIV-1 Budding by Blocking the Interaction of PTAP/TSG101. AID 493005, 2010. Fluorescence polarization, FITC-PTAP peptide / Tsg101 binding. Potency, µM (series often up to 115 µM), without a hit: at the top dose activity change, negative = inhibition, actives largely listed as inhibitors. 340,000 tested, under 10 active. Tumor susceptibility gene 101 protein (Homo sapiens), Q99816; active = well fitted inhibition curve with a large enough effect in the main read-out, with a control signal flat, not every such curve was filed as active; inconclusive = small, poorly fitted or top-dose-only effect, or effect the other way, or a change in a side signal; inactive = no such curve, though single readings can be large or run the other way; also: potency is read from the fitted curve at half-maximal effect; % of control where 0% means no effect
Target sequence (Q99816 whole entry, looked up): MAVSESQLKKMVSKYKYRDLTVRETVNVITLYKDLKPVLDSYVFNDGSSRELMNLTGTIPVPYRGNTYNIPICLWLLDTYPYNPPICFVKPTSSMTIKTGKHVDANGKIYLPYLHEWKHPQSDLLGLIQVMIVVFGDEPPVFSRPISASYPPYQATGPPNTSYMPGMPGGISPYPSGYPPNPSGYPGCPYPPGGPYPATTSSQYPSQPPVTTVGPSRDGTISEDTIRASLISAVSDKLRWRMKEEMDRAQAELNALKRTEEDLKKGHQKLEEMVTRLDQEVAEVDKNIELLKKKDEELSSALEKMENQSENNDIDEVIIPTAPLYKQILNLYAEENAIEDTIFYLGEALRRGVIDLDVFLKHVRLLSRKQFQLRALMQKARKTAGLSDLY
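Steps: Tsg101 binding domain dispensed (10 uM final), compounds pinned in DMSO, FITC-labeled PTAP-motif peptide added (50 nM final); after 20 min binding at room temperature, polarization measured.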
BCR signal inh = qHTS Assay to Find Inhibitors of Chronic Active B-Cell Receptor Signaling; Potency, µM (doses to about 46.1 µM), inactives show top-dose ratio change, negative = lower green/red ratio, usual class: inhibitors; 340,000 compounds, 0.05% hits; ABC-DLBCL IkBa-CBG/CBR reporter, luminescence ratio, 4 h; active = well fitted inhibition curve with a large enough effect in the signal ratio, with a control signal flat, not every such curve was filed as active; inconclusive = small, poorly fitted or top-dose-only effect, or effect the other way, or a change in a side signal; the % refers to the signal ratio;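 also: potency is read from the fitted curve at half-maximal effect; plate controls were basal doxycycline-induced cells for no effect and cells given 10 µM MG132 for full effect; MG132 reads +100%, hits lower the ratio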
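TMD8 ABC-DLBCL cells carrying doxycycline-inducible green luciferase fused to IkappaBalpha plus unfused red luciferase were exposed to compounds (up to 46 uM) for 4 hrs at 37C. Activity came from the overlap-corrected green/red luminescence ratio.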
A-T KAP1 phos = qHTS Assay for Identifying a Potential Treatment of Ataxia-Telangiectasia; […] A-T fibroblasts, KAP-1 phosphorylation AlphaLISA; neocarzinostatin DNA damage 30 min before lysis; Potency, µM (series often up to 57.5 µM), inactives show top-dose activation, usual class: activators; 320,000 compounds, 0.19% hits; AID 485349, 2010; also: potency is read from the fitted curve at half-maximal effect; % of control where 0% means no effect; nearly all actives have a fitted effect of over 45% in size
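ATM-like activity read as KAP-1 phosphorylation via AlphaLISA donor/acceptor antibody pairs after lysis and 6 hr at 25C. Cells were ATM-null patient fibroblasts ([…], hTERT), dosed 60 min, then exposed to the DSB inducer NCS for 30 min.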
Eya2 phos inh = qHTS Assay for Inhibitors of the Phosphatase Activity of Eya2 | 330,000 compounds, 0.006% hits | recombinant Eya2, OMFP fluorescence dephosphorylation (OMFP is methylfluorescein phosphate) | Protein phosphatase EYA2 (Homo sapiens), O00167 | Potency, µM (doses to about 76.9 µM), for the others: at the highest dose activity, negative = inhibition, usual class: inhibitors; also: potency is read from the fitted curve at half-maximal effect; % is scaled to controls: 0 for no effect and ±100 for the full control effect
Target sequence (O00167 whole entry, looked up): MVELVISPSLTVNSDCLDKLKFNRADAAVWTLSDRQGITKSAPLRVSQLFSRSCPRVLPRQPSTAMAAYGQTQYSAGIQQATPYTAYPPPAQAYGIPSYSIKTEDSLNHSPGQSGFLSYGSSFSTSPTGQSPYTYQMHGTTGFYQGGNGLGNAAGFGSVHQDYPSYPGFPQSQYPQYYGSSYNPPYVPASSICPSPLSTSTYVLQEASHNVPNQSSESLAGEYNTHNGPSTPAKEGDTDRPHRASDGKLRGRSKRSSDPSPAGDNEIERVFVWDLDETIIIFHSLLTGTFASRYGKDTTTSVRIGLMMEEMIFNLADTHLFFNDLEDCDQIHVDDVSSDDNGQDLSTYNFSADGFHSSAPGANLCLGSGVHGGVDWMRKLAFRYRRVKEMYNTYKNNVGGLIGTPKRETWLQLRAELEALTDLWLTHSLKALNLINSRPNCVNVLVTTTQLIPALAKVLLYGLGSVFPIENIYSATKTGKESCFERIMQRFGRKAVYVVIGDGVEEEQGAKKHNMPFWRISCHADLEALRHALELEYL
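Eya2 (0.2 uM) preincubated 10 min at ambient with compound, then OMFP substrate added at 50 uM; 10 min reaction in 50 mM HEPES pH 7.5, 50 mM NaCl, 5 uM MgCl2, 0.05% BSA, 1 mM DTT. Fluorescence read at Ex 485/Em 525 nm.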
TSHR antag = Antagonists of the Thyroid Stimulating Hormone Receptor: HTS campaign; TSHR-expressing cells, TSH-stimulated cAMP HTRF, 2 h; active compounds read low; activity change, negative = inhibition, % at 11.5 µM; 330,000 compounds, 0.2% hits; AID 504810, 2011;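 active = activity change below a set negative limit, meaning inhibition stronger than a set level, cut at about -70% in these data; inconclusive = activity change between two set negative limits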; also: % is scaled to controls: 0 for no effect and ±100 for the full control effect
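Read-out is FRET at 665 nm (cryptate excitation 337 nm) from a cryptate-tagged anti-cAMP antibody, competed by cell cAMP against cAMP-d2. Compounds are tested on freshly harvested TSHR cells challenged with 4nM TSH (EC80) for 2 hours at 37 deg C.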
* hit, by the source's call; & = joins results of further samples; [ ] = dose if it differs, or a comment. Unless noted, calls follow the shape of the dose curve; as a rule, active = well fitted curve in the direction sought with a large enough effect; inconclusive = small, poorly fitted or top-dose-only effect, or another doubt; inactive = no such curve, though single readings can be large; an effect the other way counts as inactive or inconclusive.

Screening COCc1cc(C)nc(Nc2ccc(C)c(C)c2)c1C#N returned S-ASM inh 9%, Tb PFK inh 5%, Mito fusion yeast 2%, Integrin act MD -9%, TCR activator 4%, ELG1 DNA repair -5%, TSG101-PTAP inh -4%, BCR signal inh 3%, A-T KAP1 phos 2%, Eya2 phos inh -2% and TSHR antag -3.
For CNc1oc(-c2ccccc2Cl)nc1C#N the results were S-ASM inh 3%, Tb PFK inh -1%, Mito fusion yeast 3%, Integrin act MD -7%, TCR activator 18%, ELG1 DNA repair inconclusive, TSG101-PTAP inh -1%, BCR signal inh -7%, A-T KAP1 phos 8%, Eya2 phos inh 8% and TSHR antag -9.
For Cc1nnc(N/N=C/c2cccc(C(F)(F)F)c2)n1N the results were S-ASM inh 0%, Tb PFK inh 0%, Mito fusion yeast 8%, Integrin act MD -9%, TCR activator 3%, ELG1 DNA repair -5%, TSG101-PTAP inh -1%, BCR signal inh 1%, A-T KAP1 phos 13%, Eya2 phos inh -6% and TSHR antag -4.
Cn1c(CCC(=O)O)nc2cc(S(=O)(=O)N3CCCCC3)ccc21 was read as S-ASM inh 2%, Tb PFK inh -18%, Mito fusion yeast 1%, Integrin act MD inconclusive, TCR activator 3%, ELG1 DNA repair 30%, TSG101-PTAP inh 2%, BCR signal inh -1%, A-T KAP1 phos 2%, Eya2 phos inh -8% and TSHR antag 3.
COc1ccccc1NC(=O)c1ccccc1-c1nc(-c2ccccc2OC)no1 was read as S-ASM inh -17%, Tb PFK inh 1%, Mito fusion yeast 10%, Integrin act MD 4%, TCR activator 4%, ELG1 DNA repair inconclusive, TSG101-PTAP inh -4%, BCR signal inh inconclusive, A-T KAP1 phos -4%, Eya2 phos inh -22% and TSHR antag 8.
Cc1ccc(NC(=O)COC(=O)COc2cccc3c2OC(C)(C)C3)cc1S(=O)(=O)N1CCOCC1 was read as S-ASM inh -4%, Tb PFK inh 3%, Mito fusion yeast -1%, Integrin act MD -7%, TCR activator 11%, ELG1 DNA repair 18%, TSG101-PTAP inh -2%, BCR signal inh -2%, A-T KAP1 phos -16%, Eya2 phos inh -21% and TSHR antag 8.
For CCn1c(/C=C2\C(=O)Nc3ccccc32)nc2ccccc2c1=O the results were S-ASM inh -3%, Tb PFK inh -6%, Mito fusion yeast 10%, Integrin act MD inconclusive, TCR activator 1%[46.1 µM], ELG1 DNA repair inconclusive, TSG101-PTAP inh 0%, BCR signal inh -5%, Eya2 phos inh 3% and TSHR antag -18.
Screening COc1cc(CNc2ccc(CNc3ncn[nH]3)cc2)ccc1OCC(=O)NC(C)(C)C returned S-ASM inh 6%, Tb PFK inh -2%, Mito fusion yeast -2%, Integrin act MD -28%, TCR activator -9%[46.1 µM], ELG1 DNA repair inconclusive, TSG101-PTAP inh 0%, BCR signal inh -3%, A-T KAP1 phos 3%, Eya2 phos inh 4% and TSHR antag -1.
O=C(NCC1CCCO1)c1ccc(NS(=O)(=O)c2cccs2)cc1 (stereo not given) was read as S-ASM inh 10%, Tb PFK inh -13%, Mito fusion yeast 3%, Integrin act MD 12%, TCR activator -6%, ELG1 DNA repair 7%, TSG101-PTAP inh 1%, BCR signal inh -2%, A-T KAP1 phos 0%, Eya2 phos inh 9% and TSHR antag 3.
Screening CC(=O)C1=C(O)C(=O)N(c2ccc(O)cc2)C1c1ccccc1[N+](=O)[O-] (stereo not given) returned S-ASM inh 5%, Tb PFK inh 8%, Mito fusion yeast -1%, Integrin act MD 0%, TCR activator 4%, ELG1 DNA repair 3%, TSG101-PTAP inh -2%, BCR signal inh -4%, A-T KAP1 phos -1%, Eya2 phos inh 0% and TSHR antag 17.
O=C(CN1C(=O)NC(c2ccccc2)(c2ccccc2)C1=O)Nc1ccc(N2CCOCC2)cc1 was read as S-ASM inh -3%, Tb PFK inh 3%, Integrin act MD 42%, TCR activator -4%[46.1 µM], ELG1 DNA repair -23%, TSG101-PTAP inh -7%, BCR signal inh inconclusive, A-T KAP1 phos 1%, Eya2 phos inh -7% and TSHR antag -7.
For CCN(CC)CCn1c2c(c(SCC(=O)Nc3ccc(C)c(F)c3)nc1=O)CCCC2 the results were Tb PFK inh -9%, Mito fusion yeast 0%, Integrin act MD 6%, TCR activator -2%, ELG1 DNA repair 9%, TSG101-PTAP inh -1%, BCR signal inh 3%, A-T KAP1 phos -3%, Eya2 phos inh 4% and TSHR antag -2.
Screening CN(C)CCNC(=O)c1[nH]nc2c1CCc1ccccc1-2 returned S-ASM inh 1%, Tb PFK inh 0%, Mito fusion yeast 11%, Integrin act MD inconclusive, TCR activator 4%, ELG1 DNA repair inconclusive, TSG101-PTAP inh -1%, BCR signal inh inconclusive, A-T KAP1 phos -4%, Eya2 phos inh -1% and TSHR antag -12.
COc1ccc(OC)c(-n2c(-c3cccc(S(=O)(=O)N(C)C)c3)n[nH]c2=S)c1 was read as S-ASM inh 0%, Tb PFK inh -23%, Mito fusion yeast -7%, Integrin act MD -38%, TCR activator 5%, ELG1 DNA repair 10%, TSG101-PTAP inh 3%, BCR signal inh inconclusive, A-T KAP1 phos 8%, Eya2 phos inh 10% and TSHR antag 4.
CCOc1ccccc1CNC(=O)CCc1cn(CC)c2ccccc12 was read as S-ASM inh -2%, Tb PFK inh 2%, Mito fusion yeast 11%, Integrin act MD 4%, TCR activator 0%, ELG1 DNA repair 2%, TSG101-PTAP inh -4%, BCR signal inh inconclusive, A-T KAP1 phos 7%, Eya2 phos inh -2% and TSHR antag 0.
Screening Cc1ccc(N/N=C2\CS(=O)(=O)N(C)c3ccsc32)cc1 returned S-ASM inh -13%, Tb PFK inh -13%, Mito fusion yeast 26%, Integrin act MD 0%, TCR activator -1%, ELG1 DNA repair inconclusive, TSG101-PTAP inh -2%, BCR signal inh inconclusive, A-T KAP1 phos 0%, Eya2 phos inh -3% and TSHR antag -15.
For COC(=O)c1ccc(COc2ccc(-c3nn[nH]n3)cc2)cc1 the results were S-ASM inh -1%, Tb PFK inh 4%, Mito fusion yeast 3%, Integrin act MD 4%, TCR activator 4%, ELG1 DNA repair 11%, TSG101-PTAP inh -11%, BCR signal inh -6%, A-T KAP1 phos -2%, Eya2 phos inh 13% and TSHR antag -11.
`COC(=O)c1ccccc1Oc1ccc(NC(=O)c2ccco2)cc1` gave S-ASM inh -2%, Tb PFK inh 3%, Mito fusion yeast 12%, Integrin act MD -19%, TCR activator 5%, ELG1 DNA repair 24%, TSG101-PTAP inh 3%, BCR signal inh 5%, A-T KAP1 phos 2%, Eya2 phos inh 4% and TSHR antag 3.
COc1cccc(NC(=O)CN(C)C(=O)c2csc3c2CCCC3)c1 was read as S-ASM inh 2%, Tb PFK inh -1%, Mito fusion yeast 2%, Integrin act MD -15%, TCR activator -8%, ELG1 DNA repair 0%, TSG101-PTAP inh -1%, BCR signal inh inconclusive, A-T KAP1 phos -9%, Eya2 phos inh 9% and TSHR antag 2.
For FC(F)(F)c1cnc2c(c1)Nc1ccccc1S2 the results were S-ASM inh 17%, Tb PFK inh -6%, Mito fusion yeast 8%, Integrin act MD 13%, TCR activator 0%, ELG1 DNA repair inconclusive, TSG101-PTAP inh 1%, BCR signal inh inconclusive, A-T KAP1 phos 7%, Eya2 phos inh 7% and TSHR antag -2.
For Cn1ncc2c(NCc3ccccc3)ncnc21 the results were S-ASM inh -1%, Tb PFK inh -4%&-2%, Mito fusion yeast -2%&0%, Integrin act MD -16%, TCR activator -4%, ELG1 DNA repair -13%&0%, TSG101-PTAP inh -13%, BCR signal inh -7%&5%, A-T KAP1 phos 7%&42%, Eya2 phos inh 12%[15.4 µM] and TSHR antag -2&29.

Screening results: PubChem BioAssay, National Center for Advancing Translational Sciences (NCATS)
